Screens: PubChem, several laboratories
hiPSC survival = increases survival of single human iPS cells | hit rate 0.044% among 360,000 | survival enhancement, % at 20 µM | hiPSC single-cell survival, ATPlite luminescence; 100% = ROCK inhibitor wells, 0% = DMSO; in the data active = survival enhancement above about 18%;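 also: cells exposed to compounds for 16 hours before the ATP read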
TRPM1 prom inh = inhibitors of MITF-driven TRPM1 promoter in melanoma cells | SK-MEL-5 TRPM1 promoter luciferase, 24 h | inhibition, % at 12.5 µM | hit rate 0.83% among 330,000 | AID 488899;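 active = mean inhibition across replicates of 60% or more, whatever share of single replicates reaches that level; inconclusive = some that reach 60%, reason not given; inactive = mean inhibition across replicates below 60%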; also: values of inactives mirror those of a sister screen read the other way
Peg3 promoter = reduces Peg3 promoter-driven luciferase expression in HeLa | HeLa PEG-Prom luciferase reporter, luminescence, overnight | inhibition, % at 20 µM | hit rate 1.7% among 360,000;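 active = inhibition of at least 50% at 20 µM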
NR2E3 ag-1 = agonists of human NR2E3 nuclear receptor. Q9Y5X4. CHO-S Gal4-NCOR/VP16-NR2E3 two-hybrid, luciferase. inhibition of corepressor binding, % at 3.98 µM. hit rate 0.35% among 360,000. AID 602229;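 active = inhibition above the mean of all tested compounds plus 3 SD, cut at about 70% in these data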;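 also: 0% = DMSO with NR2E3 transfected cells and 100% = cells lacking NR2E3 construct; higher means lower luciferase signal from less NR2E3 corepressor binding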
H9c2 protect = myocardial damage modulation in H9c2 cells. H9c2 cardiomyocytes, H2O2 injury protection, ATPLite, 2 h. protection from H2O2 cell death, % at 20 µM. hit rate 0.63% among 360,000;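 active = compounds giving at least 50% protection of heart cells from peroxide-induced death in the single-dose screen, raw or plate-pattern-corrected value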;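 also: 0% = DMSO wells with peroxide and 100% = DMSO wells without peroxide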
PDI turbidity = PDI (human) enzyme inhibition | P07237 | PDI insulin aggregation turbidity, A650, 90 min | inhibition, % at 10 µM | hit rate 0.052% among 350,000;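 active = mean inhibition across replicates of 30% or more, whatever share of single replicates reach that level; inconclusive = mean inhibition below 30% while every single replicate reaches 30%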;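 also: absorbance from insulin aggregation driven by PDI reduction with DTT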
Target sequence (P07237 whole entry, looked up): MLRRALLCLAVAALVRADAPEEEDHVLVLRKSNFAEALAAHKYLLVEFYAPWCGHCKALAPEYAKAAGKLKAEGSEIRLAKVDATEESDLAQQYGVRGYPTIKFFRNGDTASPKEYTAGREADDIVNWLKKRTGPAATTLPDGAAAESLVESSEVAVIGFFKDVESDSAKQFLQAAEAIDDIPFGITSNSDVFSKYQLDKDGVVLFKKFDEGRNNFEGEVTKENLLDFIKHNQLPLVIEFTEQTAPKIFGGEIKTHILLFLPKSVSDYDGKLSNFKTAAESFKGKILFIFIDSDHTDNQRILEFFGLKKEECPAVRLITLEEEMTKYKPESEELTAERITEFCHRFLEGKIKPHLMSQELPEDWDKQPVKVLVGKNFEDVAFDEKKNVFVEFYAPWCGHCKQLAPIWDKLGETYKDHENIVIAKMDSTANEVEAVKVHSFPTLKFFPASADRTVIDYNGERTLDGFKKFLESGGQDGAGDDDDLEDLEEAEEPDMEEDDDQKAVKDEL
HIF-2a inh = HIF-2a inhibition; 786-0 RCC cells HIF-2a reporter, luciferase luminescence, overnight; inhibition, % at 18.8 µM; hit rate 0.72% among 360,000;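 active = inhibition of the luminescence signal of 40% or more relative to plate controls, in a single-dose primary screen at 18.75 µM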
Shn3 3UTR inh = reduces Shn3 3'UTR luciferase signal in osteoblasts. Clone20 osteoblast Shn3 3'UTR firefly luciferase, 24 h. inhibition, % at 12.5 µM. hit rate 0.52% among 360,000. AID 588674;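 active = mean inhibition of at least 75% with every replicate also reaching 75%; inconclusive = mean inhibition at least 75% but some replicate below; inactive = mean inhibition below 75%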;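 also: 0% = median of neutral control wells and 100% = pilot-screen positive control compound; some compounds past the cut are filed as inactive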
m5-HT2A agonist = mouse HTR2A agonism via beta-arrestin recruitment; P35363; CHO-K1 mHTR2A beta-arrestin complementation, luminescence; percent of 30 µM serotonin response; activation, % at 7.6 µM; hit rate 0.66% among 360,000;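 active = activation above a run cutoff, the mean activation of all tested compounds plus 3 SD, cut at about 14% in these data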;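 also: 0% = plate median of compound wells and 100% = 30 µM serotonin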
Target sequence (P35363 whole entry, looked up): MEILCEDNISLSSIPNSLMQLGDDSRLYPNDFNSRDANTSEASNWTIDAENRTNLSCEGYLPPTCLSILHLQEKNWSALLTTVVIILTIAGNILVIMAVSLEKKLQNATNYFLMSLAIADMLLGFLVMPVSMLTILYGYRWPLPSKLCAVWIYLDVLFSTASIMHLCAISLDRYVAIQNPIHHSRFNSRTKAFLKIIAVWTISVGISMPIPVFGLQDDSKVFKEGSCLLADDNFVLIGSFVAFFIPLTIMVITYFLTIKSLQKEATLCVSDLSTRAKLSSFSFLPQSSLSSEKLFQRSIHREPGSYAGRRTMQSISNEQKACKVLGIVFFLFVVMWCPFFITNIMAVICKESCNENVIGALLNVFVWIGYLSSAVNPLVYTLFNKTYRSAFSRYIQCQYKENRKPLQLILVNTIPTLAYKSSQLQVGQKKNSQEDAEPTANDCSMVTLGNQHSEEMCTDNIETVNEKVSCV
CaV13 ICDI inh = Disruptors of the CACNA1D IQ motif to Ca2+-dependent inactivation inhibitor domain association, primary screening, Förster resonance energy transfer in intact living …; HEK cells, CFP/YFP FRET ICDI-IQ, plate reader, 10 min; percent FRET-ratio fall versus neutral wells; inhibition, % at 12.3 µM; hit rate 0.098% among 340,000;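 active = mean replicate inhibition of at least 30% and at least 1% of replicates passing that level; inconclusive = only one of the two criteria is met; inactive = neither criterion is met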;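 also: 0% = median of the neutral control wells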
NR2E3 ag-2 = NR2E3 (human) agonism. GST-NR2E3/biotin-RetCOR TR-FRET, 1536-well. Q9Y5X4. AID 2300. inhibition of corepressor binding, % at 4.78 µM. hit rate 0.12% among 320,000;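 active = percent inhibition above the cutoff of mean plus 3 SD of all tested compounds, set per screening campaign, cut at about 20% in these data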;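 also: 0% = DMSO wells and 100% = biotin wells as full block of FRET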
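Assay system: NR2E3–RetCOR corepressor complex. Quantity: 1.35 nM GST-NR2E3. Buffer or medium: pH 7.5 Tris-based buffer. Reagent: biotinylated RetCOR corepressor at 7 nM final. Schedule: 5 h at 4 °C. Detection: TR-FRET, emission read at 617 and 671 nm. Replicates: one well per compound, singlicate testing.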
* hit, by the source's call; ? = inconclusive; / = no result given. An unsorted share of the library; overall some 3.9% were active at least once.

1	O=C(Nc1ccccc1)Nc1nnc(CSCc2ccccc2Cl)s1
2	CCOc1ccc(NC(=O)CSCC(=O)O)cc1
3	C=CCN1C(=O)NC2(O)C(=O)c3ccccc3C12O (configuration not stated)
4	COc1ccc(CCNC(=O)CCC(=O)Nc2ccccc2[N+](=O)[O-])cc1OC
5	CC(=O)Nc1cnc(-c2cc(C)c(O)c(C)c2)cn1
6	O=c1cc(N2CCN(c3ccc(F)cc3)CC2)[nH]c(=O)n1Cc1ccc(F)cc1
7	CC(=O)c1ccc(NC(=O)C2(S(=O)(=O)c3ccccc3)CC2)cc1
8	CCOC(=O)CCc1c(C)n(CC)c2ncnn2c1=O

Screen / compound no.	1	2	3	4	5	6	7	8
hiPSC survival	-1.4	-0.3	0.0	-0.1	-1.6	-0.5	-0.5	2.5
TRPM1 prom inh	-1	0	18	-1	/	19	-4	/
Peg3 promoter	33	12	3	13	-164	16	-10	3
NR2E3 ag-1	-5	-25	-5	7	-59	-27	25	10
H9c2 protect	-14	0	5	-2	-13	16	1	12
PDI turbidity	4	0	8	14	-76	/	1	-15
HIF-2a inh	-1	23	13	15	-197	16	-4	12
Shn3 3UTR inh	5	-2	-11	7	-27	3	-6	-10
m5-HT2A agonist	0	-1	1	-3	5	-5	7	0
CaV13 ICDI inh	-15	-5	-5	-4	-5	-10	-4	-5
NR2E3 ag-2	0	0	1	1	/	-1	4	-4

9	Cc1ccc(SCC(=O)N(Cc2nc(-c3ccccc3)no2)C(C)C)cc1
10	c1ccc(CN2CCC(N3CCN(Cc4ccc5c(c4)OCO5)CC3)CC2)cc1
11	CCc1ccc(C(=O)Cn2ncc(Cl)c(Cl)c2=O)cc1
12	CC1=C(C(=O)N(C(C)C)C(C)C)CC(CC(=O)NCc2cccs2)C(=O)N1CCC1=CCCCC1 (configuration not stated)
13	CN(NC(=S)Nc1ccc(OC(F)F)cc1)C(=S)Nc1ccc(OC(F)F)cc1
14	O=c1cnn([C@@H]2O[C@H](CO)[C@@H](O)[C@H]2O)c(=O)[nH]1
15	O=C(NCCCn1ccnc1)C(=O)NCC1OCCCN1S(=O)(=O)c1ccc(Cl)cc1 (configuration not stated)
16	COc1ccc(/C=C(\C)c2nc(C)c(-c3ccccc3)c(=O)[nH]2)cc1

Screen / compound no.	9	10	11	12	13	14	15	16
hiPSC survival	-1.2	-0.5	-2.2	-0.2	1.6	-3.0	-0.8	0.4
TRPM1 prom inh	6	-5	57	/	14	-15	-4	-2
Peg3 promoter	16	12	31	16	5	-14	2	-4
NR2E3 ag-1	-9	-12	29	-2	-10	-5	-14	9
H9c2 protect	-22	-2	-37	6	-10	5	1	-2
PDI turbidity	-2	-10	-5	/	4	3	7	3
HIF-2a inh	20	17	96*	-4	14	-29	14	3
Shn3 3UTR inh	2	5	43	0	-65	18	23	0
m5-HT2A agonist	1	4	-1	-6	6	22*	-4	0
CaV13 ICDI inh	-1	-13	/	-4	-4	/	-4	-5
NR2E3 ag-2	4	2	19	/	-1	4	3	-3

17	CCSc1ccccc1C(=O)N=C1NC(=O)CC2C(=O)NCCN12 (configuration not stated)
18	CCN(C(=O)COC(=O)/C=C/c1ccc2c(c1)OCO2)c1c(N)n(Cc2ccccc2)c(=O)[nH]c1=O
19	CC1CCc2c(sc(NC(=S)NC(=O)c3ccccc3)c2C#N)C1 (configuration not stated)
20	CCC(=O)Nc1cc(NC(=O)CSc2nnc(C(C)C)n2CC)ccc1C
21	Cc1ccc(N(C)S(=O)(=O)c2ccc(-c3cnc(C4CC4)o3)cc2)cc1
22	Cc1cc(Cl)ccc1NC(=O)Cn1cncn1
23	CCOc1nc(-c2ccncc2)nc2ccccc12
24	COCCNC(=O)CSc1ccccc1C(=O)NC1CCCc2ccccc21 (configuration not stated)

Screen / compound no.	17	18	19	20	21	22	23	24
hiPSC survival	-2.1	-1.7	1.1	-0.5	-0.5	-1.2	-0.4	0.1
TRPM1 prom inh	-4	/	-54	2	17	-10	7	1
Peg3 promoter	-8	0	-81	2	-6	-3	6	14
NR2E3 ag-1	1	-16	-43	-17	17	12	2	-16
H9c2 protect	2	0	-14	0	-2	-5	-5	-2
PDI turbidity	-5	-6	-6	10	-3	5	?	8
HIF-2a inh	13	12	-206	14	-11	15	2	5
Shn3 3UTR inh	-7	-8	-32	-27	5	-9	13	-6
m5-HT2A agonist	1	5	2	1	10	2	2	8
CaV13 ICDI inh	-4	-17	-2	-6	-16	1	-6	-2
NR2E3 ag-2	1	/	0	-4	7	5	-3	-1

25	O=C(NCc1cccs1)C1CC(=O)N(c2ccc(Cl)cc2)C1 (configuration not stated)
26	COc1cc(-c2csc(N3CCOCC3)n2)cc(OC)c1OC
27	CC(C)CN(C(=O)COc1ccc(Br)cc1C=O)C1CCS(=O)(=O)C1 (configuration not stated)
28	Cn1c(=O)c(=O)n(C)c2cc(S(=O)(=O)N3CCCCC3)ccc21
29	O=C(COc1ccc(NC(=O)c2cccs2)cc1)c1ccc(F)cc1
30	Cc1ccc(S(=O)(=O)N(C)CC(=O)OCC(=O)NC(=O)NC(C)C)cc1
31	CCn1c(-c2cc(-c3ccccc3)sc2N)n[nH]c1=S
32	CC(=O)Oc1ccc(C2C3=C(CC(C)(C)CC3=O)Nc3cc4c(cc32)OCCO4)cc1 (configuration not stated)

Screen / compound no.	25	26	27	28	29	30	31	32
hiPSC survival	-1.5	-4.4	0.3	1.0	0.4	1.1	0.7	0.4
TRPM1 prom inh	0	6	4	7	-6	-17	-15	-2
Peg3 promoter	0	-9	16	-16	-3	9	6	4
NR2E3 ag-1	-31	-6	11	-17	18	-2	-29	5
H9c2 protect	-3	7	-1	0	-2	3	-1	7
PDI turbidity	-3	-1	-1	-2	16	0	9	5
HIF-2a inh	3	-1	15	-10	-9	9	-6	14
Shn3 3UTR inh	-67	6	-11	-10	8	-7	-6	-49
m5-HT2A agonist	-2	0	6	0	6	-2	0	-2
CaV13 ICDI inh	3	-5	-5	-4	/	-1	-21	3
NR2E3 ag-2	0	1	1	2	-2	0	2	2

33	C[C@@H]1CN([C@H](C)CO)C(=O)CCCn2nncc2CO[C@@H]1CN(C)S(=O)(=O)c1cn(C)cn1
34	Cc1ccc(-c2nc3ccccc3c(=O)n2Cc2ccccc2)cc1
35	CC(=O)c1sc(NC(=O)c2cccs2)nc1C
36	CCN(CC)S(=O)(=O)c1ccc(N2CCCCC2)c(NC(=O)/C(C#N)=C/c2ccc(OC)cc2)c1
37	CCOc1ccc(Nc2nc(Cc3nnc(SCC(=O)NC4CCCC4)n3C)cs2)cc1
38	NS(=O)(=O)c1ccc(N2N=C(c3ccccc3)CC2c2ccccc2Br)cc1 (configuration not stated)
39	Cc1ccc(C(=O)Nc2nnc(S(=O)(=O)Nc3ccccc3C)s2)cc1C
40	CC[C@]1(C(=O)OC)[C@H]2C(=O)N(C)C(=O)[C@H]2[C@H]2CN=C(SCc3ccc(OC)cc3)N21

Screen / compound no.	33	34	35	36	37	38	39	40
hiPSC survival	-1.1	-1.1	-0.5	0.4	-0.1	-1.8	1.4	2.0
TRPM1 prom inh	/	8	-16	-1	-3	-1	/	-10
Peg3 promoter	-8	24	-88	9	2	33	16	-22
NR2E3 ag-1	-35	0	-26	-5	-7	-9	-15	-1
H9c2 protect	5	2	-6	-1	1	-11	7	4
PDI turbidity	11	10	-3	15	1	-3	/	-1
HIF-2a inh	14	-10	-176	9	5	-3	-12	5
Shn3 3UTR inh	-6	0	-34	17	-2	1	2	-10
m5-HT2A agonist	2	2	2	-2	0	-5	-3	7
CaV13 ICDI inh	-6	-5	-21	-3	-8	-5	-8	-5
NR2E3 ag-2	/	-2	3	-2	2	/	1	/

Shown as labelled records: entries from further up.
33. C[C@@H]1CN([C@H](C)CO)C(=O)CCCn2nncc2CO[C@@H]1CN(C)S(=O)(=O)c1cn(C)cn1
  hiPSC survival: -1.1
  TRPM1 prom inh: /
  Peg3 promoter: -8
  NR2E3 ag-1: -35
  H9c2 protect: 5
  PDI turbidity: 11
  HIF-2a inh: 14
  Shn3 3UTR inh: -6
  m5-HT2A agonist: 2
  CaV13 ICDI inh: -6
  NR2E3 ag-2: /
34. Cc1ccc(-c2nc3ccccc3c(=O)n2Cc2ccccc2)cc1
  hiPSC survival: -1.1
  TRPM1 prom inh: 8
  Peg3 promoter: 24
  NR2E3 ag-1: 0
  H9c2 protect: 2
  PDI turbidity: 10
  HIF-2a inh: -10
  Shn3 3UTR inh: 0
  m5-HT2A agonist: 2
  CaV13 ICDI inh: -5
  NR2E3 ag-2: -2

Other structures follow:
41	Cc1ccc(S(=O)(=O)c2nnn3c2nc(N2CCOCC2)c2ccccc23)c(C)c1
42	CCN(CC)CCC=C(c1cccs1)c1cccs1
43	CC(C)=NNc1nc(-c2ccccc2)c(C)s1
44	CCC(C)NC(=O)CSc1ncnc2sccc12 (configuration not stated)
45	COc1ccc(/C=N/c2oc(-c3ccccc3)cc2C#N)cc1
46	COc1ccc(OC)c(CNC(=O)C2CCC(=O)N2C(C)C)c1 (configuration not stated)
47	O=C(COC(=O)c1c2c(nc3ccccc13)CCCCC2)c1ccc(Cl)s1
48	Cc1cccc(C)c1NC(=O)C1CCCNC1 (configuration not stated)
49	Cc1cc(C)n2nc(SCC(=O)N3CC(C)CC(C)C3)nc2n1 (configuration not stated)
50	Cc1cccc(C(C#N)c2ccc(Cl)nn2)c1 (configuration not stated)
51	CC(C)OCCCn1c(=O)c2ccccc2n2c(CCC(=O)NC3CCN(Cc4ccccc4)CC3)nnc12

Screen / compound no.	41	42	43	44	45	46	47	48	49	50	51
hiPSC survival	-0.6	-4.4	-0.3	1.1	-1.4	-0.3	-1.7	1.0	3.4	-1.2	0.4
TRPM1 prom inh	-14	-5	0	-1	-9	-3	17	-1	4	-1	-1
Peg3 promoter	20	-22	-15	-11	-46	7	31	16	14	9	-1
NR2E3 ag-1	-2	5	-28	-23	-11	-2	23	-28	8	9	5
H9c2 protect	7	-6	2	0	0	1	6	5	-4	6	18
PDI turbidity	-4	-2	-4	-1	-7	3	6	-26	-14	-9	-5
HIF-2a inh	17	3	-31	-4	-47	10	2	10	18	-1	10
Shn3 3UTR inh	-11	8	-7	7	-14	17	-1	-8	-4	-10	10
m5-HT2A agonist	2	-3	0	7	4	-2	-5	0	0	-1	0
CaV13 ICDI inh	-6	-10	/	-5	0	-17	-4	-6	-8	-5	-4
NR2E3 ag-2	10	/	0	0	-3	1	3	1	/	-1	3
